RBBP9 inh = human RBBP9 hydrolase inhibition; recombinant RBBP9, FP-Rh probe fluorescence polarization; inhibition, % at 7.94 µM; 0.2% of 220,000 active;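 active = inhibition above the campaign mean of all tested compounds plus 3 SD, cut at about 14% in these data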;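 note: plate controls were DMSO wells with RBBP9 for no effect and wells lacking RBBP9 protein for full effect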
Target sequence (O75884 whole entry, looked up): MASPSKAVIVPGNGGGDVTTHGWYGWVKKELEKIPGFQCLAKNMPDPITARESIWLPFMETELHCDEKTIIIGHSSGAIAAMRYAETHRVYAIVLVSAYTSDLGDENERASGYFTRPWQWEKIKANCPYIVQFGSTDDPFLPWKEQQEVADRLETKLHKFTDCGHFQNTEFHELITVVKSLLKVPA
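Assay system: recombinant human RBBP9; Reagent: Serine-hydrolase probe FP-Rh, 375 nM pre-mixing; Doses: 7.94 µM single dose, 0.794% DMSO; Incubation: 30 min then 45 min, 25 °C; Detection: fluorescence polarization (mP), excitation 525 nm, emission 598 nm; Evaluation: percent inhibition from mP, scaled between DMSO and no-protein wells.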
p47phox inh = p47phox (human) inhibition; P14598; p47phox/p22phox peptide binding, fluorescence polarization, 2 h; inhibition, % at 24.7 µM; 0.53% of 220,000 active;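 active = inhibition above about 30%, limit read from the data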;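 note: 0% = p47phox with labelled peptide and 100% = labelled peptide alone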
Runt-CBFb FRET = blocks binding of human RUNX1 Runt domain to CBFb; Q01196+Q13951; Cerulean-Runt/Venus-CBFb FRET ratio 530/480, 1 h; inhibition, % at 20 µM; 0.46% of 220,000 active; AID 1496;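 active = inhibition over about 50% at 20 µM in the single-dose screen, limit read from the data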;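 note: 0% = DMSO wells and 100% = excess unlabeled CBFb competitor control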
Target sequence (Q01196 whole entry, looked up, the tested form may be a part): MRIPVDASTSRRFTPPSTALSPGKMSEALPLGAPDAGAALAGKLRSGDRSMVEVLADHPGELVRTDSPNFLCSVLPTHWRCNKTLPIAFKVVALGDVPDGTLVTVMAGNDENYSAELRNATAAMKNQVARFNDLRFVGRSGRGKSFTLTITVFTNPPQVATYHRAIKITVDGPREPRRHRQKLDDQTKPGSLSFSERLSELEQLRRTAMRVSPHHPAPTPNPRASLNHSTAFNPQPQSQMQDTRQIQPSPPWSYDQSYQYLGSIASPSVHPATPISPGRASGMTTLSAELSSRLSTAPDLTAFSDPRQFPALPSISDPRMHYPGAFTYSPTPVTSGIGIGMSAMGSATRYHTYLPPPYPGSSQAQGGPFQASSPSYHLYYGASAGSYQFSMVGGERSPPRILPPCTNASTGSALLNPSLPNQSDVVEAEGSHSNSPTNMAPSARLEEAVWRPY
Target sequence (Q13951 whole entry, looked up, the tested form may be a part): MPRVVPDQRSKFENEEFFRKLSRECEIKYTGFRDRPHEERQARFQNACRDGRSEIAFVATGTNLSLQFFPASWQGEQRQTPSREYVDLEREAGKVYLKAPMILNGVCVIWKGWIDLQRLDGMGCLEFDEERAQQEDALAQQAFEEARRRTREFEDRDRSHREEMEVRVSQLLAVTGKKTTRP
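Reagent – Venus-CBFb binding partner, 100 nM · Assay system – Cerulean-tagged RUNX1 Runt domain (FRET donor) fusion protein · Input – 100 nM per protein · Incubation – two 1 h room-temperature incubations shielded from light · Measured by – FRET fluorescence · Medium – Tris buffer pH 7.5 with salts and BSA · Benchmarks – unlabeled CBFb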
Calpain2 inh = blocks pig calpain II enzyme activity; purified calpain II, fluorogenic peptide substrate, 30 min; inhibition, % at 16 µM; 0.37% of 220,000 active; AID 1236;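 active = inhibition above about 50%, limit read from the data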
TbHK1 inh = blocks Trypanosoma brucei hexokinase 1 activity | inhibition, % at 10 µM | recombinant TbHK1, G6PDH-coupled NADH A340 | AID 1430 | 0.11% of 220,000 active;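 active = inhibition of 50% or more in the single-dose primary screen; inactive = inhibition below 50%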
p97 ATPase inh = inhibitors of human p97 ATPase | P55072 | recombinant p97 ATPase, Kinase-Glo ATP luminescence, 3 h | inhibition, % at 8 µM | 0.42% of 220,000 active | AID 1481; in the data active = inhibition above about 15%;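 note: 0% = DMSO vehicle and 100% = wells lacking enzyme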
EBV gp42 inh = EBV gp42 inhibition | Q1HVG2 | Fluorescence polarization binding assay, mP read-out | inhibition, % (tested at 21.74 µM) | 0.42% of 220,000 active | AID 1085; in the data active = inhibition above about 50%
Target sequence (Q1HVG2 whole entry, looked up): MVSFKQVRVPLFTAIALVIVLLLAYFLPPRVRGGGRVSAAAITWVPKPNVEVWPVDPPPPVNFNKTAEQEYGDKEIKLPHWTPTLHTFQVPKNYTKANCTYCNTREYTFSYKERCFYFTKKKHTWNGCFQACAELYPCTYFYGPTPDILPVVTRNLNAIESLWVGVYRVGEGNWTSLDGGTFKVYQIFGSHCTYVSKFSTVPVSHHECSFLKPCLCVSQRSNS
Furin inh = inhibitors of human furin | P09958 | purified furin, fluorogenic substrate cleavage | inhibition, % at 30 µM | 0.061% of 220,000 active | AID 463115; in the data active = inhibition above about 25%; note: inactives centre near -15
Runt-SMMHC FRET = blocks binding of human RUNX1 Runt domain to CBFb-SMMHC; Q01196+Q13951; Cerulean-Runt/Venus-CBFb-SMMHC FRET ratio 530/480, 1 h; inhibition, % at 20 µM; 0.74% of 220,000 active; AID 1434;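 active = mean inhibition across duplicate retests at 20 µM reaching about 50%, limit read from the data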;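 note: 0% = DMSO wells and 100% = wells with excess untagged CBFb-SMMHC; inhibitors lower the FRET ratio by blocking Runt binding to CBFb-SMMHC; some results filed as inactive read as strong as hits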
An asterisk follows results filed as active; i = inactive; nt = no result given; [ ] = dose if it differs, or a comment.

SMILES | RBBP9 inh | p47phox inh | Runt-CBFb FRET | Calpain2 inh | TbHK1 inh | p97 ATPase inh | EBV gp42 inh | Furin inh | Runt-SMMHC FRET
O=C(NC1CCN(Cc2ccccc2)CC1)c1cc(-c2ccccn2)nc2ccccc12 | -7.2 | -18.1 | 0.3 | -11.5 | -10.0 | -2.6 | -15.8 | -5.3[20 µM] | 0.9
Cc1cc(NC(=O)c2cccc(S(=O)(=O)N3CCOCC3)c2)c2ccccc2n1 | -6.6 | 12.2 | -1.4 | 15.7 | 1.2 | 6.4 | 1.2 | -18.6 | 2.7
CNC(=O)c1sc(N2N=C3/C(=C/c4ccccc4)CCCC3C2c2ccccc2)nc1C (stereo not given) | -4.9 | -4.2 | -39.4 | -191.7 | -19.1 | -5.5 | 31.2 | -14.1[20 µM] | -61.8
CCC(=O)N1CCN(c2ccc(NC(=O)c3cc4ccccc4o3)cc2Cl)CC1 | 2.1 | -8.3 | -5.9 | 8.6 | -20.8 | 2.3 | -5.2 | -19.9[20 µM] | 1.7
CC(C)(C)NC(=O)c1cnn(-c2ccccc2)c1NC(=O)c1ccccc1 | -0.4 | -0.6 | 3.2 | 2.9 | -7.5 | -1.1 | -2.2 | -26.0[20 µM] | -0.9
COC(=O)c1ccc(NC(=O)Cn2nc(C)cc2C)cc1 | -0.5 | -4.3 | 0.5 | -18.9 | 0.9 | 2.5 | -31.3 | -26.8 | 2.1
O=C(CN(Cc1cccs1)C(=O)c1csnn1)NC1CCCC1 | -4.9 | -3.1 | 0.8 | -12.0 | 2.1 | 4.1 | -18.7 | -15.6[20 µM] | 2.2
C=CCn1c(=O)c2ccccc2n2c(SC(C)C(=O)Nc3nc(-c4ccccc4)cs3)nnc12 (stereo not given) | -8.0 | -2.8 | -2.3 | 7.0 | 0.7 | 2.7 | -7.5 | -14.1[20 µM] | -3.8
CN(C)c1ncc(C(=O)O)cn1 | 1.4 | -8.3 | -1.8 | -13.8 | 0.2 | -0.1 | 0.0 | -16.5 | 0.7
CCOn1c(=O)c(=O)n(OCc2ccccc2)c2ccccc21 | -11.4 | -4.5 | 0.5 | 18.0 | -5.8 | 2.7 | -6.9 | -8.6[20 µM] | -2.1
Cc1cc2c(c(SCC#N)n1)C(=O)OC2 | -0.4 | -3.1 | -1.3 | 27.5 | 5.7 | -3.6 | -12.0 | -18.0 | -1.7
COc1ccc(NC(=O)CSc2nnc(Cc3ccccc3)o2)c(OC)c1 | -10.7 | -0.5 | 1.0 | 6.7 | 3.0 | -5.6 | -19.1 | -9.2 | -3.5
CCSc1nnc(NC(=O)C2(C)Cc3ccccc3C(=O)O2)s1 (stereo not given) | -7.2 | -3.9 | -0.3 | -2.7 | -5.7 | -2.3 | -16.6 | -23.6[20 µM] | -4.7
Cc1cc2cc(CN(CC3CCCO3)C(=S)NCc3ccco3)c(=O)[nH]c2cc1C (stereo not given) | -6.2 | -12.7 | 14.9 | -21.7 | -4.0 | 1.7 | 11.0 | 3.6 | 9.3
Cc1cc(/C=N/NS(=O)(=O)c2ccc(F)c(Cl)c2)no1 | -0.1 | -12.3 | 0.9 | -2.2 | -8.1 | 5.5 | -15.5 | -6.1 | -3.1
O=C(O)CNS(=O)(=O)/C=C/c1ccccc1 | -4.5 | -8.5 | -0.9 | -25.6 | -0.2 | 1.2 | -0.5 | -13.6 | 4.3
CCOC(=O)c1[nH]nc(-c2cc(CC)c(O)cc2O)c1-c1cscn1 | -7.0 | -5.1 | 60.7* | -158.2 | 0.8 | -1.5 | -5.9 | -12.5[20 µM] | 0.3
CCCC(=O)Nc1cc(OC)c(C(=O)OC)cc1Cl | -3.9 | -5.7 | -1.0 | -15.7 | -4.3 | 0.5 | -6.0 | -17.5 | 0.0
N=c1oc2c3c4c(cc2cc1C(=O)Nc1ccccc1)CCCN4CCC3 | -0.2 | -44.2 | 32.4 | -38.4 | -0.3 | 11.8 | -66.6 | 4.2[20 µM] | 60.9*
CC1Cc2ccccc2N1C(=O)CSc1nnc2c(n1)[nH]c1ccccc12 (stereo not given) | -10.9 | -7.0 | -2.3 | -16.3 | -2.7 | 7.5 | -26.5 | -24.9 | -0.6
CN(Cc1ccccc1)C(=O)CSc1nc2c(c(C(F)(F)F)n1)CCc1ccccc1-2 | 0.7 | nt | nt | nt | 9.9 | 6.5 | nt | -7.0[20 µM] | nt
CCOc1ccc(NC(=O)CSc2nnc(C(C)C)n2CC)cc1 | -5.1 | -2.0 | 3.5 | -12.1 | -3.8 | -2.6 | -7.6 | -18.4[20 µM] | 1.9
CCN(CC)S(=O)(=O)c1ccc2nc(COC(=O)c3n[nH]c4ccccc34)[nH]c2c1 | 0.7 | -33.5 | -0.3 | -13.2 | 18.3 | -4.7 | -26.6 | -7.8 | -2.9
COC(=O)c1sccc1NC(=O)CC1C(=O)NCCN1C(=O)c1ccc(C)c(C)c1 (stereo not given) | -7.8 | 1.2 | -1.7 | -21.6 | -14.2 | -0.3 | -6.1 | -17.9 | -2.5
COc1cc(O)c(C(C)=O)cc1OC | -2.2 | -2.6 | -2.7 | -7.3 | -12.1 | -1.5 | -22.0 | -20.1[20 µM] | -7.0
Other results.
SMILES | RBBP9 inh | p47phox inh | Runt-CBFb FRET | Calpain2 inh | TbHK1 inh | p97 ATPase inh | EBV gp42 inh | Furin inh | Runt-SMMHC FRET
CN1/C(=C/C=N/n2cnnc2)C(C)(C)c2ccccc21 | -5.4 | -49.8 | 2.9 | -40.9 | -51.7 | 1.6 | -0.4 | -1.3[20 µM] | 1.7
CCOc1cc(C(N)=O)cc(Br)c1OCC | 0.4 | -4.7 | 3.3 | 4.1 | 9.8 | -3.2 | -5.7 | -9.6[20 µM] | 2.4
CCNC(=S)N(Cc1ccco1)Cc1cc2cc3c(cc2[nH]c1=O)OCCO3 | -6.8 | -10.9 | 33.7 | -39.0 | 5.6 | -3.7 | 11.4 | -20.6 | 8.1
O=C(N/C(=C\c1ccc(Br)cc1)C(=O)N1CCCC1)c1cccs1 | -6.3 | -9.2 | 0.3 | 4.5 | -18.8 | 2.4 | -4.6 | -11.8 | 3.0
CN(c1ccccc1C(=O)N1CCN(c2cccc(Cl)c2)CC1)S(C)(=O)=O | 5.3 | -12.5 | 0.6 | -15.6 | 1.8 | 3.1 | -7.1 | -20.1[20 µM] | -0.9
Cc1noc(C)c1S(=O)(=O)N1CCCC(C(=O)NCc2ccccn2)C1 (stereo not given) | -0.5 | -8.9 | -1.6 | 0.8 | -3.1 | 9.4 | -23.8 | -25.6 | 1.0
CC(C)N1CC(O)=C(c2nc3ccccc3c(=O)[nH]2)C1=N | -2.4 | 5.7 | 3.7 | -161.3 | 30.2 | 1.1 | -26.1 | -13.0[20 µM] | 1.8
COc1cc(NS(=O)(=O)c2ccc(F)cc2)c(C(=O)O)cc1OC | -6.7 | -2.5 | -0.4 | 3.2 | -2.6 | 3.8 | -2.1 | -13.8 | -61.0
Cn1c(SCc2ccccc2)nnc1-c1ccncc1 | -7.2 | -4.7 | -2.4 | -95.0 | 4.4 | 6.2 | -10.1 | -13.9 | -1.6
O=c1oc2c(CN3CCOCC3)c(O)c(Cl)cc2c2c1CCC2 | -9.3 | -15.1 | 103.9* | i | -15.2 | -6.7 | -10.4 | -193.8 | 176.4*
CCCCCC(=O)N1CC2(CC(c3cccc(NC(=O)CC(c4ccccc4)c4ccccc4)c3)=NO2)C[C@@H]1C(N)=O (stereo not given in full) | nt | -20.4 | -7.2 | -51.1 | -14.9 | nt | -10.7 | -19.8 | -0.4
COc1ccc(OC)c(C(=O)COC(=O)c2ccccc2O)c1 | -7.4 | -27.5 | -1.2 | -3.0 | -8.3 | -1.1 | 0.7 | -17.0 | 1.0
N=c1c(C(=O)NCc2ccco2)cc2c(=O)n3ccccc3nc2n1Cc1ccc(Cl)cc1 | -2.2 | nt | 65.9* | nt | 3.5 | -5.0 | nt | -14.2 | -15.6
CC(C)c1ccc(CNc2cc(N3CCCC3)ccc2[N+](=O)[O-])cc1 | -4.1 | -5.6 | -8.2 | 34.5 | 7.2 | 4.4 | -6.7 | -10.7 | -3.9
O=C(Nc1nc2cc(Cl)ccc2s1)C1CCCN(S(=O)(=O)c2cccc3cccnc23)C1 (stereo not given) | -9.5 | -26.4 | 0.5 | -37.5 | -14.2 | 3.3 | -31.2 | -36.2 | -6.1
CCc1ccc(/C=N/NC(=O)c2cc(-c3ccccc3OC)nc3ccccc23)s1 | -16.7 | -16.2 | -5.1 | -328.2 | -44.6 | 10.2 | -26.5 | -17.4[20 µM] | -2.3
O=C(O)CC12CC3CC(C1)CC(n1ncc(N4CCC5(CC4)OCCO5)c(Cl)c1=O)(C3)C2 | 5.5 | 0.8 | -0.1 | 14.8 | -38.3 | 8.7 | -9.4 | -3.4 | -10.5
CCC(C)NC(=S)Nc1ccccc1 (stereo not given) | 2.4 | -3.5 | -1.4 | -15.1 | -4.9 | -3.9 | -11.5 | -24.0 | -0.6
Cc1ccc(C(=O)Nc2nnc(COc3ccccc3)s2)cc1 | -6.0 | -1.2 | 2.4 | -7.1 | -9.6 | -0.7 | -1.4 | -7.5 | -0.9
COc1cccc(C(=O)O/N=C2\CCS(=O)(=O)c3sccc32)c1 | -7.0 | -4.0 | 0.9 | -5.1 | 1.2 | 3.0 | -3.4 | -16.8 | -2.6
Cc1ccccc1-n1c(SCC(=O)N2CCC(C(=O)O)CC2)nnc1-c1ccncc1 | -6.8 | -1.1 | 2.3 | -18.2 | -6.2 | -2.0 | -3.7 | -18.5 | -2.5
COc1ccc(OCC(=O)N2CCN(C(=O)c3ccccc3)CC2)cc1 | -9.2 | -11.7 | 0.2 | -0.9 | 8.9 | -0.4 | -9.3 | -12.8 | -4.5
Clc1ccc(C2CC(c3ccco3)n3ncnc3N2)cc1Cl (stereo not given) | -8.0 | -19.0 | 23.1 | -20.0 | 1.4 | 5.6 | -11.0 | -16.0[20 µM] | 9.9
Cc1ccc(OCCn2cnc3sc(C(N)=O)c(C)c3c2=O)cc1 | -7.9 | 10.9 | -6.1 | -10.9 | 1.1 | -3.2 | -8.3 | -10.8 | -6.3
Cc1c(C(=O)N2CCN(C)CC2)oc2ccc(S(=O)(=O)N3CCOCC3)cc12 | 5.6 | -14.9 | 1.9 | -34.6 | 1.2 | 6.0 | -7.6 | -14.4 | -2.3
CSc1nc(N)c(C(=O)Nc2ccc([N+](=O)[O-])cc2)s1 | 7.7 | -22.7 | -2.7 | -23.2 | -17.2 | 3.9 | 5.2 | -13.6 | 0.6
O=C(CNCc1ccc(F)cc1)Nc1ccccc1-c1ccccc1 | -9.1 | -1.2 | -1.2 | 12.9 | 7.6 | 1.1 | -7.7 | -14.2 | -0.6

By substructure: the compounds so far with a COOH group (5)
SMILES | RBBP9 inh | p47phox inh | Runt-CBFb FRET | Calpain2 inh | TbHK1 inh | p97 ATPase inh | EBV gp42 inh | Furin inh | Runt-SMMHC FRET
CN(C)c1ncc(C(=O)O)cn1 | 1.4 | -8.3 | -1.8 | -13.8 | 0.2 | -0.1 | 0.0 | -16.5 | 0.7
O=C(O)CNS(=O)(=O)/C=C/c1ccccc1 | -4.5 | -8.5 | -0.9 | -25.6 | -0.2 | 1.2 | -0.5 | -13.6 | 4.3
COc1cc(NS(=O)(=O)c2ccc(F)cc2)c(C(=O)O)cc1OC | -6.7 | -2.5 | -0.4 | 3.2 | -2.6 | 3.8 | -2.1 | -13.8 | -61.0
O=C(O)CC12CC3CC(C1)CC(n1ncc(N4CCC5(CC4)OCCO5)c(Cl)c1=O)(C3)C2 | 5.5 | 0.8 | -0.1 | 14.8 | -38.3 | 8.7 | -9.4 | -3.4 | -10.5
Cc1ccccc1-n1c(SCC(=O)N2CCC(C(=O)O)CC2)nnc1-c1ccncc1 | -6.8 | -1.1 | 2.3 | -18.2 | -6.2 | -2.0 | -3.7 | -18.5 | -2.5
